Source: PubChem (Broad Institute)
E-sel inducer: induces E-selectin expression in human endothelial cells. P16581. HUVEC E-selectin immunofluorescence imaging; normalized: neutral wells 0, TNF-alpha wells 100. activation, % at 7.58 µM. actives 0.37% (n = 260,000). AID 686992;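 active = mean E-selectin-positive cell signal at least 10% of the positive control, reached in at least 60% of replicates, without over 20% cell loss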;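 also: in these data hits start at about 27%; measured in HUVEC primary endothelial cells; signal is the percent of cells scored E-selectin positive by PE staining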
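Assay system: HUVEC primary endothelial cells. Input: 3,000 HUVEC seeded per well. Doses: one compound dose added by pin transfer. Read-out basis: % PE-positive cells. Benchmarks: TNF-alpha high, DMSO low. Detection: immunofluorescence imaging. Buffer or medium: EGM-2, gelatin.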
RAD54 branch: inhibitors of human RAD54 branch migration; RAD54 Holliday junction branch migration, FAM/BHQ fluorescence; AID 602329; actives 0.14% (n = 360,000); inhibition, % at 10.4 µM; Q92698;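 active = mean normalized replicate activity at least 40 and at least half of replicates scoring 40 or more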;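 also: 0% = median of neutral control wells and 100% = median of positive control wells; inhibitors cause a drop in the FAM fluorescence signal; in these data hits start at about 50%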
Target sequence (Q92698 whole entry, looked up): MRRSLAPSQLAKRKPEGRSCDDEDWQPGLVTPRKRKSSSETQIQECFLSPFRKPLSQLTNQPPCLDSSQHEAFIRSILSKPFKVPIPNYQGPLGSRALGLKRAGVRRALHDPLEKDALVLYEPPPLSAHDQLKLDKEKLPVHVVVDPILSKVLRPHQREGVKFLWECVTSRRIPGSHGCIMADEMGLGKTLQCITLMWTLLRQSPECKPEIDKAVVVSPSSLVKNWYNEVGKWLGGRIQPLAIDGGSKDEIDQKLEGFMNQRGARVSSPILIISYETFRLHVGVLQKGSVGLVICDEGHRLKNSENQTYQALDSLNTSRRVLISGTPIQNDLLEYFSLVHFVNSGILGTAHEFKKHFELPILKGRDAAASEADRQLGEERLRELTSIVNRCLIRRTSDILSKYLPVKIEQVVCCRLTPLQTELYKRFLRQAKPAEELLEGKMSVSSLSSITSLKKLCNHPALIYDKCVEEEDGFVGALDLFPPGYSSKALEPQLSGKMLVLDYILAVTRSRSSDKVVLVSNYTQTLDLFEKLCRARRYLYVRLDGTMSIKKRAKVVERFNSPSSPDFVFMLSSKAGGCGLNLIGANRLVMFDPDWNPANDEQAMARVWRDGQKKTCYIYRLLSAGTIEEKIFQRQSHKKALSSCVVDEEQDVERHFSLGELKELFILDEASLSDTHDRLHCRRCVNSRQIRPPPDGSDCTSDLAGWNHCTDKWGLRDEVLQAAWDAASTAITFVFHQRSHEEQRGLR
PGC1a acetyl inh: PGC1a acetylation modulation, inhibitor mode; inhibition, % at 15.6 µM; actives 0.17% (n = 350,000); AID 651687; U2OS PGC1a acetylation, AlphaScreen anti-acetyl-lysine; with virally co-expressed GCN5 acetyltransferase;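 active = every replicate shows inhibition of at least 40%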;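 also: 0% = neutral control wells and 100% = positive control wells; some results beyond the cut were filed as inactive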
miR122 inh: blocks miR-122 activity in Huh7 sensor cells. Huh7 miR-122 Renilla luciferase sensor, 48 h; neutral wells = 0, positive control = 100. activation (reporter increase), % at 12.5 µM. actives 0.3% (n = 340,000). AID 602342;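 active = mean replicate activation score at least 90 and every replicate individually at or above 90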;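 also: higher luciferase means less miR-122 activity so hits act as miR-122 inhibitors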
ERAP1 HTS inh: inhibitors of human ERAP1 aminopeptidase; Q9NZ08; actives 0.15% (n = 340,000); recombinant ERAP1, Leu-AMC fluorescence, 60 min; inhibition, % at 10.7 µM;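 active = mean replicate inhibition of at least 30%, or all replicates individually reaching that 30% level; inactive = mean below 30% and not every replicate reaching it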;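 also: 0% = neutral control wells and 100% = L-leucinethiol positive control wells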
RAD52 inh: blocks human RAD52 DNA annealing; P43351; recombinant RAD52 DNA annealing, FRET fluorescence; inhibition, % at 18.7 µM; actives 0.46% (n = 360,000); AID 651710;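 active = every replicate showing at least 50% inhibition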
PglD inh: inhibitors of Campylobacter jejuni PglD acetyltransferase; inhibition, % at 12.5 µM; actives 0.098% (n = 360,000); AID 602405; purified PglD enzyme, DTNB colorimetric CoA detection; in the data active = inhibition above about 16%, passing the limit was not always enough; also: strong numbers were not always called active
Cneo AK release: Cryptococcus neoformans lysis via adenylate kinase release; C. neoformans lysis, adenylate kinase release luminescence, 4 h; normalised: neutral wells 0, clomiphene wells 100; lysis activity, % at 15 µM; actives 0.2% (n = 360,000);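 active = mean lysis activity across replicates of at least 80%, whatever share of replicates individually reach that level; inactive = mean lysis activity below 80%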
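Material – Cryptococcus neoformans yeast cells · Quantity – 5 × 10^6 yeast cells/mL · Buffer or medium – YPD medium · Compound – single dose · Timing – 4 h static compound exposure, 37 °C, read 1 h post-reagent · Signal – adenylate kinase release luminescence · Read-out basis – lysis from increased AK signal · Benchmarks – Clomiphene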
* hit, by the source's call; . = no result given; & = joins results of further samples; [ ] = dose if it differs, or a comment.

SMILES	E-sel inducer	RAD54 branch	PGC1a acetyl inh	miR122 inh	ERAP1 HTS inh	RAD52 inh	PglD inh	Cneo AK release
CCC(=O)N1CCC2(CC1)CN(Cc1cccc(F)c1)[C@@H](CO)c1c2c2ccc(OC)cc2n1C	0.0	.	-9	.	-1	-231	.	.
CN(CC(=O)Nc1cccc(F)c1)C(=O)c1cc(S(=O)(=O)N2CCCCC2)ccc1N1CCOCC1	1.3	.	.	2	3	-8	.	.
O=C(Nc1ccc(F)cc1)N1CC(=O)N2[C@H](CO)[C@H](c3ccc(C#Cc4ccc(F)cc4)cc3)[C@@H]2C1	0.2	.	-8	.	3	-22	.	.
CCCCOc1ccc(C(=O)Nc2ccc3c(c2)OCO3)cc1	-2.7	.	.	-1	-2	-21	.	.
CO[C@@H]1CN(C)C(=O)c2ccc(NC(=O)C3CC3)cc2OC[C@@H](C)N(S(=O)(=O)c2ccc(Cl)cc2)C[C@H]1C	-0.1	2	.	4[16.7 µM]	7	5	-1	0
C[C@H]1CN([C@@H](C)CO)C(=O)c2cc(NC(=O)C3CCCCC3)ccc2O[C@H]1CN(C)C(=O)Nc1ccc(C(F)(F)F)cc1	-0.1	-23	-12	0[16.7 µM]	-6	-13	-2	6
CCC(=O)Oc1c(S(=O)(=O)c2ccc(C)cc2)c(C)nn1C(C)(C)C	.	8	9	2	.	.	3	0
COc1ccc(CN(C)C[C@H]2Oc3c(NS(=O)(=O)c4ccc(C)cc4)cccc3C(=O)N([C@H](C)CO)C[C@H]2C)cc1	0.9	-8	-2	12[16.7 µM]	0	9	-3	0
O=C(NC1CCCCCCC1)C1CCN(S(=O)(=O)N2CCC3(CC2)OCCO3)CC1	.	-4	5	-10	-7	-11	-6	-1
COc1ccc2c3c(n(C)c2c1)[C@H](CO)N(C(=O)Nc1ccc(F)cc1)CC31CN(C(=O)c2cccnc2)C1	0.2	.	-8	.	-3	-20	.	.
CC(=O)CC(=O)NC1C2CC3CC(C2)CC1C3 (configuration not stated)	.	2	3	-3	.	.	-5	0
COc1ccc(CNC(=O)C(Cc2ccccc2)n2cccc2)cc1 (configuration not stated)	.	-2	-13	-4	2	-4	-3	-1
O=C(Nc1nc2ccc(S(=O)(=O)N3CCOCC3)cc2s1)c1cccs1	.	0	16	-2	4	-12	7	-1
COc1cc(O)c(C(CC(=O)N2CCCC2)c2ccc(N(C)C)cc2)c(OC)c1 (configuration not stated)	-0.2	-1	.	0	.	.	2	-1
CCCCNC(=O)CCn1c(=O)c2cccn2c2ccc(F)cc21	-0.1	-9	-4	.	4	-20	-3	-1
CCCc1cc(C(=O)Nc2cccc(Cl)c2C)no1	.	0	.	2	-1	5	1	-1
Cc1cc(C(=O)COc2ccc(Br)cc2F)c(C)n1C1CC1	0.4	3	6	-6	0	-24	-2	-4
O=C(NCC(=O)N1CCN(C(c2ccccc2)c2ccccc2)CC1)c1ccccc1F	0.0	8	.	.	-5	-3	4	19
CO[C@@H]1CC[C@@H]2CCN(C)C(=O)[C@@H](C)N(C)C(=O)c3cc(C#N)ccc3OC[C@H]1O2	0.2	-1	.	.	.	1	1	-1
CCN(CC)C(=O)CSc1nnc(-c2ccc(S(=O)(=O)N3CCOCC3)cc2)n1C	0.0	-6	.	.	2	-5	3	0
COc1ccc(NC(=S)N/N=C2\CC(C)(C)Oc3ccc(OC)cc32)cc1	-2.3	-16	0	-2	-2	0	12	-1
CCCCN1C(C(=O)Nc2cc(C)on2)=C(O)c2ccccc2S1(=O)=O	0.0	-8	1	9	1	-7	3	3
CCCNC(=O)N(C)C[C@H]1Oc2cc(Br)ccc2S(=O)(=O)N([C@H](C)CO)C[C@H]1C	-1.4	-1	1	29[16.7 µM]	-1	6	1	0
COCC(=O)NC[C@@H]1[C@H](c2ccc(C3=CCCC3)cc2)[C@H](CO)N1C(C)=O	0.0	9	0	6[16.7 µM]	0	4	-1	-1
c1ccc(CNc2ncnc3sccc23)cc1	0.2	11	.	.	0	-14	-5	3
Cc1ccc(S(=O)(=O)/N=C(/Nc2cccc(O)c2)c2ccccc2)cc1	.	-1	1	16	-4	-13	-7	-1
CCCCCCNc1ccc(C(=O)OCC)cc1	0.1	-5	-12	1	1	-12	2	2
Cc1ccc(S(=O)(=O)C2(C(=O)N(C)C3CCCCC3)CC2)cc1	.	7	14	19	-9	-4	4	-2
O=C(Nc1ccccc1N1CCN(C(=O)c2ccccc2)CC1)c1ccc2c(c1)OCO2	.	1	-4	4	.	.	1	4
CC(C)(C)NC(=O)CN(CCN1CCOCC1)C(=O)CNS(=O)(=O)c1ccccc1	-0.3	2	-7	-11	-4	-8	1	-1
CC(=O)NCCNC(=O)C1(C)Cc2c(-c3cccc(NC(C)=O)c3)ccnc2O1 (configuration not stated)	0.1	2	15	-7	3	-14	-6	0
O=C(CN1CCC(NC(=O)Nc2ccccc2-c2ccccc2)CC1)NCc1ccco1	.	7	-3	-5	.	.	-12	4
N#Cc1cc2ccccc2nc1N	8.4	.	6	.	-7	-9	.	.
CC1(C)C(=O)OC(/C=C/c2cccc([N+](=O)[O-])c2)C(C)(C)C1=O (configuration not stated)	0.5	.	-5	.	3	8	.	.
C[C@@H]1CCCCO[C@H](CN(C)C(=O)CCC(F)(F)F)[C@H](C)CN([C@@H](C)CO)C(=O)c2cc(NS(=O)(=O)c3ccccc3)ccc2O1	0.3	-2	-3	-9[16.7 µM]	5	20	-1	-12
COc1cc(-c2nnc(-c3ccccc3)o2)cc(OC)c1OC	.	-2	.	-2	.	.	3	17
O=C(c1ccccc1F)N1CC(=O)N2[C@H](CO)[C@@H](c3ccc(-c4ccc(F)cc4)cc3)[C@@H]2C1	-0.4	.	13	.	-4	6	.	.
O=C(Nc1ccccc1N1CCCCC1)c1ccc(-c2cccc(Cl)c2)o1	-1.2	-6	.	29	1	3	-2	4
CCOc1ccc(CCN2C(=S)N([C@@H](Cc3ccc(O)cc3)CN3CCC[C@@H]3CN3C(=S)NC[C@@H]3CC(C)C)C[C@@H]2CC(C)C)cc1	3.7	7	3	-2	4	-4	3	2
C[C@H](CO)N1C[C@H](C)[C@H](CN(C)S(C)(=O)=O)Oc2ccc(NS(C)(=O)=O)cc2CC1=O	-11	6	3	4[16.7 µM]	0	-5	0	3
Cc1onc(-c2ccccc2Cl)c1C(=O)NNC(=O)c1ccccc1F	-0.1	6	0	-5	-3	-5	-5	0
Cc1cc(C)c(S(=O)(=O)NCc2cccnc2)c(C)c1	.	-7	7	18	1	-6	-2	0
Cc1ccc(-c2csc3ncn(CC(=O)O)c(=O)c23)cc1C	.	-5	-4	-3	0	-10	1	-2
O=C(c1cccs1)N(Cc1ccco1)C1CCS(=O)(=O)C1 (configuration not stated)	.	5	-19	-2	.	.	-3	7
CCc1ccc2[nH]c(=O)c(CN(CCN3CCCC3)C(=O)NC3CCCCC3)cc2c1	.	-10	4	-1	.	.	6	0
CC(C)(C)S(=O)N1Cc2cc(C(=O)N3CCc4ccccc4C3)nc(-c3cccc(-c4ccncc4)c3)c2[C@H]1CCO (some centres not stated)	-0.1	-21	4	-7	1	-34	3	4
C[C@@H]1CN([C@@H](C)CO)C(=O)c2cc(-c3ccc(F)cc3)cnc2O[C@H]1CN(C)C(=O)Cc1ccccn1	-0.6	2	4	-3[16.7 µM]	-3	-12	-1	-1
O=C(C[C@H]1C=C[C@H](NC(=O)c2ccncc2)[C@H](CO)O1)NCC1CC1	0.0	-5	-2	-7[16.7 µM]	-4	-9	-7	-7
c1cnc(SCCOc2ccc3c(c2)CCC3)nc1	.	-7	3	2	.	.	1	-7
Cc1ccc(S(=O)(=O)N(C)C[C@@H]2Oc3c(NC(=O)Nc4cccc5ccccc45)cccc3C(=O)N([C@@H](C)CO)C[C@H]2C)cc1	0.0	2	-6	18[16.7 µM]	3	9	1	65
COc1cc(/C=N/NC(=O)c2sc(N)c(C#N)c2C)cc(Br)c1O	.	-8	-2	-1	.	.	-3	0
Cc1cc(C)cc(OCC(=O)O/N=C(\N)c2cccnc2)c1	.	-14	-6	1	1	0	-2	0
CC(=O)Nc1ccc(-c2ccnc3c2CC(C(=O)NC(C)C)O3)cc1 (configuration not stated)	-0.1	8	.	.	-2	7	0	8
CC(C)c1nnc(NC(=O)CCC(=O)NCc2ccco2)s1	.	-9	14	-1	.	.	2	5
COc1cccc(C2(O)CCN(CC(=O)NCC3CC3)CC2)c1	2.5	-4	6	-3	-2	-14	0	-4
Cn1c(=O)c2nc3ccccc3nc2n(C)c1=O	-1.1	13	-2	-1	-9	2	-1	3
CN1CCN(NC(=O)c2cccc(F)c2)CC1	.	2	1	0	.	.	1	0
COCC(=O)N1CC[C@@H]2[C@H]1c1cc(C#Cc3cccc(F)c3)ccc1N[C@@H]2CO	0.3	-7	8	-1[16.7 µM]	0	-7	1	1
C[C@H](CO)N1C[C@H](C)[C@H](CN(C)C(=O)Nc2ccc(F)cc2)Oc2ccc(N(C)C)cc2C1=O	.	-7	0	2[16.7 µM]	5	-7	0	-3
O=[N+]([O-])c1ccccc1CNC(Cc1ccccc1)c1ccccc1 (configuration not stated)	.	1	-10	-4	-4	-13	0	1

Part of the list above, with values under each structure:
Values in the order – E-sel inducer	RAD54 branch	PGC1a acetyl inh	miR122 inh	ERAP1 HTS inh	RAD52 inh	PglD inh	Cneo AK release
Cc1ccc(S(=O)(=O)N(C)C[C@@H]2Oc3c(NC(=O)Nc4cccc5ccccc45)cccc3C(=O)N([C@@H](C)CO)C[C@H]2C)cc1
    0.0	2	-6	18[16.7 µM]	3	9	1	65
COc1cc(/C=N/NC(=O)c2sc(N)c(C#N)c2C)cc(Br)c1O
    .	-8	-2	-1	.	.	-3	0
Cc1cc(C)cc(OCC(=O)O/N=C(\N)c2cccnc2)c1
    .	-14	-6	1	1	0	-2	0

The list continues:
SMILES	E-sel inducer	RAD54 branch	PGC1a acetyl inh	miR122 inh	ERAP1 HTS inh	RAD52 inh	PglD inh	Cneo AK release
CN(C)C(=O)C[C@@H]1CC[C@@H](NC(=O)C2CCC2)[C@@H](CO)O1	7.6	-2	0	.	-4	1&-10	-2	2
O=C(CSc1nnc2c(n1)[nH]c1ccc(F)cc12)NCc1ccc(F)cc1	.	3	-13	-4	5	-15	2	1
CN(Cc1ccc(F)cc1)S(=O)(=O)c1nnc(NC(=O)c2ccccc2)s1	0.1	-1	-11	2	3	-18	-8	-1
CC1(C)CN(Cc2cccnc2)C(=O)[C@H]1CC(=O)Nc1ccc(Br)cc1	-1.4	.	-14	-3	-5	-11	.	.
O=C(CCN1CCOCC1)c1ccc(Br)cc1	5.6	3	7	1	-1	0	4	0
O=C(CSc1ncnc2c1cnn2-c1ccc(Cl)cc1)NCc1ccc2c(c1)OCO2	.	-6	4	-1	.	.	1	600*
C/C=C/c1ccccc1[C@@H]1[C@@H](C#N)N(S(=O)(=O)c2cccc(F)c2)[C@H]1CO	0.0	.	4	.	3	-6	.	.
O=C(Nc1ccccn1)c1cc(-c2ccc(Cl)s2)nc2ccccc12	-2.5	4	0	-4	3	-19	6	-2
CSc1ccc(S(=O)(=O)Nc2c(C)n(C)n(-c3ccccc3)c2=O)cc1	.	4	.	.	1	-3	9	2
COc1cccc2cc(C(=O)N3CCc4ccccc4C3)c(=O)oc12	.	-8	-5	29	.	.	1	-4
O=C(C[C@H]1CC[C@@H](NC(=O)C2CCOCC2)[C@H](CO)O1)Nc1ccc(-c2ccccc2)cc1	1.6	-7	-6	.	0	-5	-2	2
COc1cc2nc(Nc3ccc(C)c(C)c3)nc(N)c2cc1OC	0.4	34	.	.	-1	91*	-7	8
COc1cc(S(=O)(=O)NCCc2ccc3c(c2)OCO3)ccc1-n1cnnn1	.	8	15	28	.	.	4	-1
